Polio RdRp inh – poliovirus RdRp elongation inhibitors, primary screen, biochemical, fluorescence polarization, total intensity; Genome polyprotein (Poliovirus type 1 (strain Mahoney)), P03300; poliovirus polymerase elongation; active compounds read low; % elongation, % (compound at 16.7 µg/mL); hit rate 0.66% among 150,000; in the data active = % elongation below about 90%; note: some results filed as inactive read as strong as hits
Target sequence (P03300 1749-2209 limits assumed): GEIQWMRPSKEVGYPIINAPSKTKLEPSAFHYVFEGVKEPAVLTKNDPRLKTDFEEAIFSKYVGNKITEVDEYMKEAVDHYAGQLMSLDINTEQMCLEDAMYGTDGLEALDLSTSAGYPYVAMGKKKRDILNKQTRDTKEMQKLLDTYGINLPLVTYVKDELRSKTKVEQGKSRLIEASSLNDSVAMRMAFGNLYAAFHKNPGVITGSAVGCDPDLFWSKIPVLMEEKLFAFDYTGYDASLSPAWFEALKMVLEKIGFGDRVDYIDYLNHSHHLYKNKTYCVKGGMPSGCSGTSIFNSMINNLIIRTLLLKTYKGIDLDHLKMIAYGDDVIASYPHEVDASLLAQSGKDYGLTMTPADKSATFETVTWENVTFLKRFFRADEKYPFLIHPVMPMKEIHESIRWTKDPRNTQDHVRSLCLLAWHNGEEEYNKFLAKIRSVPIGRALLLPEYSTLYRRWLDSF
Polio RdRp inh FP z-score – recorded beside Polio RdRp inh, whose call it bears; z-score; measured here: FP z-score; hits read low
Numbers without * were called inactive; & = joins results of further samples. This is a subset, so the mix of outcomes need not match the whole.

SMILES	Polio RdRp inh	Polio RdRp inh FP z-score
O=C(O)C1C(c2ccccc2)C(C(=O)N2CCCCC2)C1c1ccccc1 (centres undefined)	100.0	-0.2
COc1ccc(-c2nc3ccccc3o2)cc1NC(=S)NC(=O)CC(C)C	102.0	0.1
CCc1nnc(SCc2nc(-c3ccccc3F)oc2C)c2cc3sccc3n12	109.0	0.3
Cc1cc(C)c2nc(NC(=O)Cc3ccccc3)sc2c1	103.0	0.8
COc1cc(OC)c(NC(=O)c2c(C)nn(-c3ccc(C)cc3)c2-n2cccc2)cc1Cl	105.0	-0.7
Cc1ccccc1Nc1nc(N)nc(Cn2cc(C(F)(F)F)ccc2=O)n1	102.0	-0.1
CC(=O)[C@H]1CC[C@H]2[C@@H]3CC[C@H]4C[C@H](O)CC[C@]4(C)[C@H]3C(=O)C[C@]12C	99.0	-0.2
Cc1cc2occ(CC(=O)Nc3ccc(S(=O)(=O)C(F)F)cc3)c2cc1C	106.0	0.5
C(=NN1CCN(C2c3ccccc3-c3ccccc32)CC1)c1cccs1	103.0	0
Cc1ccc(S(=O)(=O)NC(=O)c2ccc(Cl)nc2Cl)cc1	62.0*	-9.9*
Cc1nn(-c2ccc(Cl)cc2)c(N)c1C1(O)C(=O)N(C)c2ccccc21 (centres undefined)	101.0	-0.1
CCN(CC)C(=O)Cn1c(SCC(=O)Nc2ccc(C)c(C)c2)nc2ccccc21	108.0	0.4
COc1cccc(NC(=O)Cn2c(=O)n(Cc3nc(-c4ccccc4)no3)c(=O)c3ccccc32)c1	112.0	0.8
CCOC(=O)C(C)Sc1nnc(-c2ccc(F)cc2)o1 (centres undefined)	101.0	0
Cc1noc(C)c1C(=O)N(CC(=O)Nc1ccccc1Br)Cc1ccco1	101.0	-0.2
Cc1cc(C)c(CN)c(=O)[nH]1	103.0	0.3
Cc1ccc(CNCc2ccc3c(c2)n(C)c(=O)n3C)cc1	108.0	0.2
CCC(=O)Nc1c(C(=O)N2CCc3ccccc3C2)cnn1-c1ccc(C)c(C)c1	103.0	1
COc1ccc(CNC(=O)C(OC(=O)c2ccc(Cl)nc2)c2ccccn2)cc1 (centres undefined)	102.0	0.1
COc1cccc(NC(=O)C2CCN(S(=O)(=O)c3cc(-c4noc(C)n4)ccc3C)CC2)c1	102.0	-0.7
Cn1c(O)c(C=NCCc2c[nH]c3ccccc23)c(=O)[nH]c1=S	100.0	0
CC(=O)N1CCc2c(sc3c2c(=O)n(-c2ccccc2)c(=O)n3CC(=O)Nc2cc(C)[nH]n2)C1	102.0	0.6
O=C(c1ccc(NC2=NC3CS(=O)(=O)CC3S2)cc1)N1CCN(c2ccccc2)CC1 (centres undefined)	100.0	-0.4
CC(C)(C)/C=N/NC(=O)C1CC1	102.0	-0.1
CNC(=O)CN1C(=O)CCCc2ccccc21	101.0	-0.1

Other results:
SMILES	Polio RdRp inh	Polio RdRp inh FP z-score
COCCNc1c(-c2ccccc2)nc2cc(C)ccn12	100.0	-0.6
Cc1ccc(C(=O)N/C(=C\c2ccccc2)C(=O)Nc2c(C)n(C)n(-c3ccccc3)c2=O)cc1	112.0	1.1
O=C(CC(c1cccs1)N1Cc2ccccc2C1=O)Nc1ccc(F)cc1 (centres undefined)	108.0	0.1
Cc1oc(-c2cccc(Cl)c2)nc1Cn1c(SCc2ccc(F)cc2)nc2cccnc21	113.0	0.4
CNC(=O)C(C)n1sc2ccccc2c1=O (centres undefined)	103.0	-0.1
CC1(C)CC(/C=C/c2ccccn2)=Cc2c1sc(N)c2C#N	86.0	-4.1
COc1ccc(-n2ncc(NC(=O)Nc3ccc4c(c3)OCCCO4)c2C)cc1	104.0	0.1
N#Cc1nccnc1Oc1ccc(Cl)cc1	101.0	-0.4
CC1=CC(=O)c2ccccc2C1=O	99.0&101.0	0&0.4
Cc1ccsc1CN1CCc2nc(N3CCN(c4ccccc4F)CC3)ncc2C1	104.0	-0.2
COc1ccc(S(=O)(=O)c2nnn(-c3cc(Cl)c(OC)cc3OC)c2C)cc1	105.0	0.2
COc1ccccc1/C=C1\CC/C(=C\c2ccccc2OC)C1=O	100.0	-0.1
Cc1ccn2c(=O)cc(COc3ccc4c(c3)OCO4)nc2c1	105.0	0.6
CCc1ccccc1NS(=O)(=O)c1ccc(OC)c2ncccc12	103.0	0.1
CC(=O)c1cccc(NS(=O)(=O)c2cc(-c3onc(C)c3C)ccc2C)c1	111.0	0.9
Cc1cc(C)n(-c2ccc(Cl)c(C(=O)NN3C(C)CCCC3C)n2)n1 (centres undefined)	104.0	0.5
CC(=O)Nc1ccc(S(=O)(=O)NCC2CCC(C(=O)NCc3ccccc3Cl)CC2)cc1 (centres undefined)	117.0	2.2
O=C(C1CCCN(S(=O)(=O)c2cccc3nonc23)C1)N1CCN(c2ccccc2Cl)CC1 (centres undefined)	101.0	-1.1
COc1ccc(CCNC(=O)c2cc(C)nc3c2c(C)nn3-c2ccccc2)cc1OC	106.0	-0.4
S=C(NCC1CCCO1)Nc1ccc(N2CCCCC2)cc1 (centres undefined)	100.0	-0.3
COc1ccc(C)cc1NC(=O)CN1CCN(CC(=O)Nc2ccccc2F)CC1	109.0	0.6
O=C(OCc1nc2ccccc2c(=O)[nH]1)c1ccc(S(=O)(=O)N2CCCC2)cc1	105.0	0.1
Cc1occc1-c1nnc(SCC(=O)N(C)C)o1	105.0	0.5
O=C(Nc1cccnc1)NC1CC(=O)N(c2ccccc2)C1 (centres undefined)	103.0	0.3
CCc1sc(-c2nnc(CSc3nnc(-c4ccncc4)n3C)o2)cc1C	106.0	0.5

Continued:
SMILES	Polio RdRp inh	Polio RdRp inh FP z-score
Cc1nnc(SCC(=O)n2c3ccccc3c3ccccc32)s1	99.0	-0.8
CCC(=O)Nc1nnc(C)s1	103.0	0.3
COc1ccc(CCNC(=O)c2n[nH]c(=O)c3ccccc23)cc1OC	103.0	0.7
O=C1NC2(CCc3ccccc32)C(=O)N1CN1CCN(S(=O)(=O)/C=C/c2ccccc2)CC1 (centres undefined)	106.0	0.7
O=C(O)c1ccc(NCc2nc3ccccc3n2CCOc2ccccc2Cl)cc1	100.0	-1.7
O/N=C1\CCC\C1=C/c1ccco1	99.0	-1.2
COc1cccc(C(=O)Nc2nnc(S(=O)(=O)N3CCCc4ccccc43)s2)c1	112.0	0.9
Nc1nccnc1C(=O)O	101.0	0.1
COc1cc(C2c3c(-c4ccccc4O)n[nH]c3C(=O)N2CCO)ccc1OCC(C)C (centres undefined)	107.0	0.1
CCOC(=O)c1ccoc1COC(=O)/C=C/c1ccc(SC)cc1	109.0	1.1
Cc1ccc(C2CC(c3c(F)cccc3Cl)n3ncnc3N2)cc1C (centres undefined)	103.0	0.7
O=C(NC(NCCc1c[nH]c2ccccc12)(C(F)(F)F)C(F)(F)F)c1ccccc1	101.0	-0.2
O=S(=O)(c1cccc(F)c1)N1CCC(Oc2ccc(-n3cnnn3)cc2)CC1	109.0	0.5
CC(C)Oc1ccc(C(=O)N2CCCCC2CCN2CCCCC2)cc1 (centres undefined)	105.0	-0.5
COc1ccc(S(=O)(=O)N2CCC(n3c(C(F)(F)F)nc4cccnc43)CC2)cc1OC	100.0	-1.5
CC(OC(=O)C1=NNC(=O)CC1)C(=O)Nc1ccccc1-c1ccccc1 (centres undefined)	102.0	0.1
N#Cc1nc(-c2ccc(COc3ccccc3)o2)oc1N1CCCCC1	110.0	0.7
Cc1ccc(-c2ccc(=O)n(Cc3cc(=O)n4ccccc4n3)n2)cc1	101.0	-0.6
Cc1[nH]nc(-c2ccc(S(=O)(=O)N(C)Cc3ccco3)s2)c1C	101.0	-0.2
CC(C)(C)OC(=O)N1CCC(c2c(C(=O)N3CCCCC3)cnn2-c2ccc(F)cc2F)CC1	114.0	1.5
CCc1ccc(NC(=O)CSc2nc(C)c(C(=O)Nc3ccccc3)c(-c3ccc(OC)c(OC)c3)c2C#N)cc1	107.0	0.5
C/C=C(\C)c1nnc(NC(=O)Cc2ccccc2)s1	102.0	0.5
COc1ccc(-c2nc(CN3CCC(C(=O)NCCN(CC(C)C)CC(C)C)CC3)c(C)o2)cc1OC	108.0	0.4
Cc1cc(C)nc(-n2nc(C)c3c2N(C)C(=O)CC3c2ccccc2Cl)n1 (centres undefined)	101.0	-0.3
CSc1nsc(SCC(=O)OC2CC(C)CCC2C(C)C)n1 (centres undefined)	103.0	0.6

(continued)
SMILES	Polio RdRp inh	Polio RdRp inh FP z-score
CCc1cccc(C)c1NC(=O)c1ccc(OC(C)=O)cc1	107.0	0.5
Cc1cccn2cc(CCNC(=O)CC3CCCCC3)nc12	104.0	0.2
NC(=S)NCC1CC(c2ccc(Cl)cc2Cl)=NO1 (centres undefined)	98.0	-0.3
Cc1ccc(-n2c(=O)c3ccccc3n3c(SCC4CCCCO4)nnc23)c(C)c1 (centres undefined)	104.0	0.2
O=C(Nc1cc(Cl)nc(NC(=O)C2CCCC2)n1)C1CCCC1	103.0	0.4
CC(C)CC(=O)Nc1c[nH]c(=O)[nH]c1=O	99.0	-1
COc1ccc(S(=O)(=O)NCCc2sc(-c3cccc(F)c3)nc2C)cc1	104.0	0.2
C/C(=N\N=C(N)N)c1ccco1	98.0	-0.1
O=C(Oc1ccc(-c2nnco2)cc1)c1cn2ccccc2n1	102.0	0.3
CCCN(C(=O)CCc1nc(-c2ccc(C)cc2)no1)c1ccc(OCC)cc1	102.0	-0.8
Nc1c(C(=O)C23CC4CC(CC(C4)C2)C3)oc2ccccc12	102.0	0.2
COCC[N+]1(C)CCCCC1	100.0	-0.5
CCc1cccc(NC(=O)c2cc(-c3ccccc3)n[nH]2)c1	111.0	0.6
CCN(CC)C(=O)c1sc(NC(=O)C(C)Sc2nc(-c3ccccc3)cc(C(F)(F)F)n2)c(C(=O)OC)c1C (centres undefined)	84.0*	-4.1*
CC(C)Cn1c(N)c(C(=O)c2ccc(S(=O)(=O)N3CCCCC3)cc2)c(=O)[nH]c1=O	103.0	0
CCOC(=O)c1ccc(NC(=O)CC2SC(=O)N(CN3CCOCC3)C2=O)cc1 (centres undefined)	102.0	0.1
COc1ccc2oc(=O)c(-c3cnc(C)s3)cc2c1	103.0	0.4
CCn1c(SCC(=O)N(C2CCCCC2)C2CCCCC2)nnc1C(C)C	102.0	0.1
OC(Cn1cncn1)c1ccc(Br)cc1Br (centres undefined)	104.0	0.1
COc1ccc(-n2nc3c(c2NC(=O)C(=O)NCc2ccccc2)CSC3)cc1	102.0	-0.7
COc1ccc(C(=O)/C(C)=N/O)cc1	100.0	-0.3
CCc1ccccc1NC(=O)Nc1cc2sccc2n1CC	100.0	-0.7
Cc1ccc(S(=O)(=O)N2CCCCC2)cc1-n1c(C)cc(C2N=C(N)Nc3nc4ccccc4n32)c1C (centres undefined)	102.0	0.1
FC(F)(F)COc1ccc(-c2n[nH]c(=S)o2)cn1	104.0	0.7
CCn1c2ccccc2c2cc(CNCC(C)O)ccc21 (centres undefined)	103.0	0.6

Among those listed so far, these contain two or more sulfur atoms.
SMILES	Polio RdRp inh	Polio RdRp inh FP z-score
CCc1nnc(SCc2nc(-c3ccccc3F)oc2C)c2cc3sccc3n12	109.0	0.3
O=C(c1ccc(NC2=NC3CS(=O)(=O)CC3S2)cc1)N1CCN(c2ccccc2)CC1 (centres undefined)	100.0	-0.4
CCc1sc(-c2nnc(CSc3nnc(-c4ccncc4)n3C)o2)cc1C	106.0	0.5
Cc1nnc(SCC(=O)n2c3ccccc3c3ccccc32)s1	99.0	-0.8
COc1cccc(C(=O)Nc2nnc(S(=O)(=O)N3CCCc4ccccc43)s2)c1	112.0	0.9
Cc1[nH]nc(-c2ccc(S(=O)(=O)N(C)Cc3ccco3)s2)c1C	101.0	-0.2
CSc1nsc(SCC(=O)OC2CC(C)CCC2C(C)C)n1 (centres undefined)	103.0	0.6
COc1ccc(S(=O)(=O)NCCc2sc(-c3cccc(F)c3)nc2C)cc1	104.0	0.2
CCN(CC)C(=O)c1sc(NC(=O)C(C)Sc2nc(-c3ccccc3)cc(C(F)(F)F)n2)c(C(=O)OC)c1C (centres undefined)	84.0*	-4.1*

The results go on:
SMILES	Polio RdRp inh	Polio RdRp inh FP z-score
CCc1ccc(-n2c(=O)c3sc4ccccc4c3n(CC(=O)NC3CCCC3)c2=O)cc1	107.0	0.9
O=S(=O)(c1ccccc1)c1nnn2c1nc(NC1CCCCC1)c1sccc12	100.0	-0.8
Cc1cccc(CN2CCC(CNC(=O)Cn3ncc4c([nH]c5ccc(C)cc54)c3=O)CC2)c1	102.0	-0.2
O=S1(=O)N=C(Nc2nncs2)c2ccccc21	98.0	-1.3
CC(C)N1CNc2nc3ccccc3n2C1	101.0	0.3
CCOC(=O)CSC1=C(C#N)C(c2ccccc2Cl)C(C(=O)Nc2ccccc2OC)=C(C)N1 (centres undefined)	110.0	0.7
COC(=O)c1c(NC(=O)c2ccc(C(C)(C)C)cc2)sc2c1CCC(C)C2 (centres undefined)	103.0	0.1
COc1ccccc1NC(=O)CSc1nnc(NC(=O)Nc2ccc(C)cc2)s1	105.0	-0.5
CCOc1cc(/C=C2/SC(=O)NC2=O)ccc1OCC(=O)O	102.0	0.1
CCOc1ccc(-n2nc3ccc(NC(=O)c4ccc(OC)c(Cl)c4)cc3n2)cc1	104.0	0.3
COc1ccc(-n2c(SCC(=O)NC3CCCCC3)nc3c([nH]c4ccccc43)c2=O)cc1	104.0	-0.8
Nc1nc(COC(=O)c2ccc3ccccc3c2O)nc(Nc2ccccc2)n1	106.0	0.4
COc1ccc(-c2onc(C)c2C)cc1S(=O)(=O)NC1CCN(Cc2ccccc2)CC1	102.0	0.5
Cn1cnc2c(=O)oc3ccc(S(=O)(=O)N4CCc5ccccc5C4)cc3c21	103.0	0.1
N#C/C(=C\c1ccc(-c2ccc(Br)cc2)o1)C(=O)OC1CCCCC1	107.0	1.8
Cn1c(SCC(=O)c2ccc(F)cc2)nnc1C(O)c1ccccc1 (centres undefined)	96.0	-2.5
CC(C)CC(=O)Nc1ccc2ccccc2c1	100.0	-0.1
COc1cc(C2CC(=O)Nc3cc4c(cc32)OCCO4)cc(OC)c1O (centres undefined)	99.0	-1.7
O=C(Nc1ccccc1)OC1CCCCC1	101.0	-0.2
Cc1ccc(C)c(NC(=O)c2oc(=O)c3ccccc3c2-c2ccccc2)c1	108.0	-0.2
O=C(CCCN1C(=O)C(c2ccccc2)Oc2cccnc21)Nc1ccccc1C(F)(F)F (centres undefined)	110.0	0.5
